Compound activity: PubChem BioAssay, University of Kansas High Throughput Screening Laboratory
mHTT-CaM PPI inh = mutant huntingtin-calmodulin interaction inhibitors – biochemical, AlphaScreen, primary screen; 190,000 tested, 3.6% active; AlphaScreen His-mHTT/GST-CaM binding, luminescence; AID 1671202, 2021; P42858; inhibition, % at 15 µM;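 further: 0% = both proteins with DMSO and 100% = one protein alone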
Target sequence (P42858 whole entry, looked up, stated change not applied): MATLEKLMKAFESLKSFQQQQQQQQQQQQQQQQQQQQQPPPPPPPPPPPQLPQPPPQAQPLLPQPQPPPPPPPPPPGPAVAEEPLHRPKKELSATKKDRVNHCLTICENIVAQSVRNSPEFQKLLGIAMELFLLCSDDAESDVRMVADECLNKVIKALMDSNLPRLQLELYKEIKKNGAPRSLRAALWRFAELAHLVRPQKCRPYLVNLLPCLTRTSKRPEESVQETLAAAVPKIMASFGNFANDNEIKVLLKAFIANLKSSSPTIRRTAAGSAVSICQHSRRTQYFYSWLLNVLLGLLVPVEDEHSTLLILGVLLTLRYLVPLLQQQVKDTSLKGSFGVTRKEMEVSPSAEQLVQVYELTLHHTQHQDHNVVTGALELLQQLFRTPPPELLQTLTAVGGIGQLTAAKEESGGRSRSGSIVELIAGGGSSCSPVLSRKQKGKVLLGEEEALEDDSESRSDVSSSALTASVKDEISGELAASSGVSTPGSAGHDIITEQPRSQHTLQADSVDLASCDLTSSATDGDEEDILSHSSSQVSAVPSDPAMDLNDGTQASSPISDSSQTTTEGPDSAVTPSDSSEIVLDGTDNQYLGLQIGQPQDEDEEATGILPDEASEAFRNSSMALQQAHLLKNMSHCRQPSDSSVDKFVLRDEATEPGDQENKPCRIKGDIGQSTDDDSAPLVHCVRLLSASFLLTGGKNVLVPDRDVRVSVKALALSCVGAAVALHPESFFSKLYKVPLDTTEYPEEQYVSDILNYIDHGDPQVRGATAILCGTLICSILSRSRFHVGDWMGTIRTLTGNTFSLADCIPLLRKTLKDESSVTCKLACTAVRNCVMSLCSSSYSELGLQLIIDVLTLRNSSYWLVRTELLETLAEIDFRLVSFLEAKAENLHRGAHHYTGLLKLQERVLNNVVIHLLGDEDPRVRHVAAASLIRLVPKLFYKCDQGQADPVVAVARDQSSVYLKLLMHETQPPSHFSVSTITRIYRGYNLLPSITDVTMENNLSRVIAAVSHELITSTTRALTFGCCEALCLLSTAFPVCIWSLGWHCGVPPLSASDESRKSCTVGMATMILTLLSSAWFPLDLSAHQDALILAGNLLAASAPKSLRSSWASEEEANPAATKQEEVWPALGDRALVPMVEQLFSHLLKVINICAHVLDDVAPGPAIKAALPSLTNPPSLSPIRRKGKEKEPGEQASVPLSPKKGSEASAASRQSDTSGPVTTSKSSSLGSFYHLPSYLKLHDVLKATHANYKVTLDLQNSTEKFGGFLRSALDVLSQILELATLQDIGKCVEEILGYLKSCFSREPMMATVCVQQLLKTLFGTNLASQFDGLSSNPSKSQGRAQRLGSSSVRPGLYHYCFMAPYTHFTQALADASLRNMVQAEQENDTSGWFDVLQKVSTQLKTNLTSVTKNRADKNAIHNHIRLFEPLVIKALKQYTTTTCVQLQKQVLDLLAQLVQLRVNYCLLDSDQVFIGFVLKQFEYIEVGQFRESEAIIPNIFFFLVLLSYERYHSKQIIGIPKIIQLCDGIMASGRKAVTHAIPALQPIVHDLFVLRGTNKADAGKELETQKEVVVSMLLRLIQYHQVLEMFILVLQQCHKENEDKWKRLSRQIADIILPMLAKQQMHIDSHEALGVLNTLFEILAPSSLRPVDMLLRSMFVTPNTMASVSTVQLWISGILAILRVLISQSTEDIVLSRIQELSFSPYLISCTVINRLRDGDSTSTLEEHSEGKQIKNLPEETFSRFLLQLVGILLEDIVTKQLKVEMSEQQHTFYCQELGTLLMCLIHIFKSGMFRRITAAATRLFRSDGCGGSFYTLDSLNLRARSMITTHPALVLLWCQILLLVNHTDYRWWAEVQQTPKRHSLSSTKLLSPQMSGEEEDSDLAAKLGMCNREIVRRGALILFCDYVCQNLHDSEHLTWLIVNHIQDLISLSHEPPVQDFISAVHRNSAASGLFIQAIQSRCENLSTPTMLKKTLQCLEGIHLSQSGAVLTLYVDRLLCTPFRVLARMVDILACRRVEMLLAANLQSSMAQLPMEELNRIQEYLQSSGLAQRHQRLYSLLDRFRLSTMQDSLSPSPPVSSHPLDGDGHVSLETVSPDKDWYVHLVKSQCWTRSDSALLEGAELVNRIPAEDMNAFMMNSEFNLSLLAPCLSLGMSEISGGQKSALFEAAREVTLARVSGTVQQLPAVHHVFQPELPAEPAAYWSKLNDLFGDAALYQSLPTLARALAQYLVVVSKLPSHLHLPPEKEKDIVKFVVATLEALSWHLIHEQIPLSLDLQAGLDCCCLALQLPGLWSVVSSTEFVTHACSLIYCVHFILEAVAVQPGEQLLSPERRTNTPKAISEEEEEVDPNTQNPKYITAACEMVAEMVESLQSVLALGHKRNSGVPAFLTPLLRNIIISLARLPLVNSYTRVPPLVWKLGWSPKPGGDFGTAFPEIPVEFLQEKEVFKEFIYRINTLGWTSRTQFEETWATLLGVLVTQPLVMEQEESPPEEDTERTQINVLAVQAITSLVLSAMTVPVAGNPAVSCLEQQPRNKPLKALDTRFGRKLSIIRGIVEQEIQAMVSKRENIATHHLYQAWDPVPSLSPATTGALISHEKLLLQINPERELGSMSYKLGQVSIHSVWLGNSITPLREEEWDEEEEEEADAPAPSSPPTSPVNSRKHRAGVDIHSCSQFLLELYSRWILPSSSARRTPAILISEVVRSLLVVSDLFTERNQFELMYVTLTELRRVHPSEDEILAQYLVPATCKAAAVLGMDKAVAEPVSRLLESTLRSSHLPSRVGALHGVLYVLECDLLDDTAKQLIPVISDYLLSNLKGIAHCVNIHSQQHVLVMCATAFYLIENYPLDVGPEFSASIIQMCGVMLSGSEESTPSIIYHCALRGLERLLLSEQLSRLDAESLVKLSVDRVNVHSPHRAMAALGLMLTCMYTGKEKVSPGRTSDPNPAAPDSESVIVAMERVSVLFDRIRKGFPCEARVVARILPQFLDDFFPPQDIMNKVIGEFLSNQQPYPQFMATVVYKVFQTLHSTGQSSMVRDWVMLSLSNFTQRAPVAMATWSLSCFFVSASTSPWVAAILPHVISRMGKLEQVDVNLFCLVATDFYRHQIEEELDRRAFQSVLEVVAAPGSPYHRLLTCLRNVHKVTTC
Pf apPOL inh = Pf-apPOL inhibitors, biochemical, fluorescence; Plasmodium falciparum apicoplast DNA polymerase (apPOL); Recombinant Pf-apPOL, molecular beacon fluorescence, 1.5 h; inhibition, % at 10 µM; 210,000 tested, 0.25% active; AID 1794808, 2022
Numbers without * were called inactive; i = inactive; . = not tested or not shown; & = joins results of further samples. No stated cut-off is given here; in the data, active means inhibition above about 50%; inactive means the rest.

molecule | mHTT-CaM PPI inh | Pf apPOL inh
COc1ccc(S(=O)(=O)NCCCn2ccnc2)cc1C(C)(C)C | 2 | -10
O=S(=O)(c1ccccc1)n1cccn1 | 3 | -3
O=c1c(Oc2ccccc2Br)coc2cc(OCc3ccccc3)ccc12 | -11 | 10
CCC1CN(C(=O)Nc2ccccc2)c2cc(Cl)ccc2O1 (stereo not drawn) | -28 | -3
CN(C)c1nccnc1-c1cccc(C(=O)N2CCCC2)c1 | -2 | 1
COc1ccc(C2CCCN2C(=O)c2ccccc2OC)cc1 (stereo not drawn) | 1 | -2
Cc1cccc(C)c1NS(=O)(=O)c1ccc2[nH]c(=O)c(=O)[nH]c2c1 | 5 | -10
COc1ccc(-c2cc(=O)c3cc(Cl)ccc3o2)cc1OC | 3&-7 | 2&9
COc1ccc(-c2cc(C(=O)N3CCC(c4ccccc4OC)CC3)no2)cc1 | -9 | -2
COc1ccc(C2=NN(C(=O)c3ccc(Br)o3)C(c3ccccc3)C2)cc1OC (stereo not drawn) | 39 | -2
Nc1nc(COc2cccc3cccnc23)nc(Nc2ccccc2)n1 | 2 | 1
Cc1oc2ccn(Cc3cccc(F)c3)c(=O)c2c1C(=O)N1CCN(C)CC1 | 11 | 0
CCCN1CCN(c2ncc3c(n2)CCN(Cc2ccc(OC(C)C)cc2)C3)CC1 | 21 | 1
COc1ccccc1CCC(=O)N1CC2CC(NC(=O)c3ccccc3)C1C2 (stereo not drawn) | 15 | 1
CSc1cccc(NS(=O)(=O)c2cc3c(s2)CCN(C(=O)C2CC2)C3)c1 | 3 | -8
CN(CC(=O)N1N=C(c2ccc(F)cc2)CC1c1ccc(F)cc1)C(=O)C1CCC1 (stereo not drawn) | 43 | -5
C=C1CCN(C(C(=O)OC)C(C)C)S(=O)(=O)c2ccc(F)cc21 (stereo not drawn) | -23 | -6
CCC(=NOC(=O)c1cccc(C(F)(F)F)c1)c1ccc(-c2ccccc2F)cc1 | . | -2
N/C(=N\OC(=O)N1c2ccccc2Sc2ccccc21)c1ccccn1 | i | 0&-12
Cc1ccc(CNc2oc(-c3ccc(C)cc3)nc2C#N)cc1 | 8 | -4
NC(=O)C(=O)Nc1ccc(Oc2ccccc2)cc1 | -4 | -3
CC1CCc2cc(F)ccc2N1C(=O)c1ccc([N+](=O)[O-])cc1 (stereo not drawn) | 11 | -4
Cc1cc(F)ccc1NC(=O)C1(C)Oc2cccnc2NC1=O (stereo not drawn) | -7 | 0
COCCC1CCN(C(=O)COc2ccc(OC)cc2)CC1 | -7 | -3
O=C(Nc1nc2c(s1)CCCC2)C1CC(=O)N(C2CCCCC2)C1 (stereo not drawn) | 10 | .
NC(=O)c1c(NC(=O)c2cccc(I)c2)sc2c1CCCC2 | 2 | -12
Cc1ccc(NC(=O)Cn2c(-c3ccccc3F)nc3ccccc3c2=O)c(C)c1 | 2 | 1
O=C1OC(c2ccccc2)=NC1=Cc1ccc(-c2cc(C(F)(F)F)cc(C(F)(F)F)c2)o1 | . | 7
COc1ccc(NC(=O)c2ccnc(N3CCNC(c4ccccc4)C3)c2)cc1OC (stereo not drawn) | 20 | -4
COc1ccc(C2C=C(c3ccc(OC)c(OC)c3)Nc3ncnn32)c(OC)c1 (stereo not drawn) | 16 | -4
CC(C)c1ccc(C(=O)c2ccccc2C(=O)O)cc1 | 4 | -7
O=C(O)CCCn1c(=S)[nH]c2cc3c(cc2c1=O)OCO3 | -4 | 3
CCc1c(C(=O)O)nnn1-c1ccc(Cl)cc1 | 2 | 1
CCOc1ccc(CNC(=O)c2cn3c(n2)CCCC3)cc1 | -9 | -7
COc1ccc2c(C)nc(Nc3nc4ccccc4c(=O)[nH]3)nc2c1 | 1 | -4
CCn1c(=O)c(Nc2ccc(C)c(Cl)c2)nc2ccncc21 | -4 | 0
COCCCNC(=O)c1c(F)c(F)c(F)c(F)c1F | -2 | -38
CC(C)c1ccc(C2Oc3ccccc3C3CC(c4ccccc4)=NN32)cc1 (stereo not drawn) | -13 | .
CCCc1c(C(=O)Nc2nn(C)c3cccc(OC)c23)cnn1-c1ccccc1 | . | 3&-8
CCCSCCCNC(=O)c1csc2c1CCCCC2 | -5 | -3
CCOc1ccc(-c2ccc(=O)n(CCNC(=O)c3sc(C)nc3C)n2)cc1 | -4 | -8
O=C(NCCC1CCCCN1S(=O)(=O)c1cccs1)c1ccc(Cl)s1 (stereo not drawn) | -11 | -2
O=C(NCCC1=CCCCC1)c1coc(NC(=O)C2CC2)n1 | -11 | -4
Cc1ccccc1-n1c(=O)n(C2CC2)c(=O)c2c1ncn2Cc1ccc(F)cc1 | -4 | -2
O=C(Nc1c(F)cccc1F)N(Cc1ccccn1)Cc1ccco1 | -10 | -3
NC(=NNC(=O)Nc1ccc(OC(F)(F)F)cc1)c1cnccn1 | . | 0
CC(=O)c1cccc(C(=O)N2CCC3(CC2)NC(=O)N(Cc2ccccc2)C3=O)c1 | -2 | -2
Cc1nc(C)c(-c2csc(NCc3ccco3)n2)s1 | 12 | -6
O=C(CSc1ccc(Cl)cc1)NCc1ccccc1 | -9 | -9
O=C(CCSc1ccc(Cl)cc1)Nc1cccc([N+](=O)[O-])c1 | 7 | -2

Profiles, quoted from the list.
COc1ccc(S(=O)(=O)NCCCn2ccnc2)cc1C(C)(C)C as listed: mHTT-CaM PPI inh: 2; Pf apPOL inh: -10
Cc1cc(F)ccc1NC(=O)C1(C)Oc2cccnc2NC1=O (stereo not drawn) as listed: mHTT-CaM PPI inh: -7; Pf apPOL inh: 0
CCCc1c(C(=O)Nc2nn(C)c3cccc(OC)c23)cnn1-c1ccccc1 as listed: mHTT-CaM PPI inh: .; Pf apPOL inh: 3&-8

(next part)
molecule | mHTT-CaM PPI inh | Pf apPOL inh
CCC(=O)NCCC1CCN(C(=O)NC2CCCCC2)CC1 | -12 | -5
O=C(O)c1cc2[nH]c(=O)cc(-c3ccco3)n2n1 | -4 | .
COc1ccc(CNC(=S)O[C@H]2CCC23CCC(c2ccccc2)CC3)cc1 (stereo partly drawn) | -34 | 1
CC(C)(C)C(=O)Oc1ccc(C=Cc2ccncc2)cc1 | -6 | -3
COc1cc(OC)c(OC)cc1C=C1Oc2c(ccc3c2CN(Cc2ccco2)CO3)C1=O | 12 | -2
COc1cccc(S(=O)(=O)N2CCN(C(C)c3ccccc3)CC2)c1 (stereo not drawn) | -1 | 4
CN1C(=O)c2ccc(NC(=O)c3sc4ccccc4c3Cl)cc2C1=O | 7 | 0
NC(=NC(=O)c1cccs1)c1cccs1 | . | -6
O=C(NCC1CCNCC1)C(=O)NC1CCCCC1 | -7 | -7
Cc1ccccc1/C=C1\C(=O)Nc2ccc(Cl)cc21 | 85* | -5
O=C(Nc1ccc(Cl)cc1)c1cccc(S(=O)(=O)N2CCCCC2)c1 | -14 | 3
CCCOc1ccc(N2C(=O)CC(N3CCN(c4ccc([N+](=O)[O-])cc4)CC3)C2=O)cc1 (stereo not drawn) | 26 | 3
COc1ccc(OCC(=O)O/N=C(\N)c2ccccn2)cc1 | i | -5
S=c1[nH]c2cc(Cl)ccc2s1 | 1 | .
Cc1ccc(N2C(=O)C3C4C=CC(C3C2=O)C2C3C(=O)N(c5ccc(C)cc5)C(=O)C3C42)cc1 (stereo not drawn) | 1 | 4
CCCn1c(C(C)NCC)nc2ccccc2c1=O (stereo not drawn) | 2 | -7
CCc1cc2c(=O)c(-c3nc4ccccc4n3C)c(C(F)(F)F)oc2cc1O | 97* | -1
CCC(C)NC(=O)N1CCN(Cc2nc3cccnc3n2-c2ccc(F)cc2)CC1 (stereo not drawn) | 15 | -1
C=CCNC(=O)c1c2c(nc3ccc(C)cc13)CCC2 | 15 | 2
COc1ccc(-c2nc3ccccn3c2NC(=O)c2ccc(Cl)c([N+](=O)[O-])c2)cc1 | 49 | 3
CCNC(=O)N(C)CC(=O)N1N=C(c2ccccc2F)CC1c1ccccc1F (stereo not drawn) | 28 | -8
O=C(Cn1ccnc1)N1CCCCC1c1nc(-c2ccncc2)no1 (stereo not drawn) | 5 | 0
COc1cccc(CC(=O)Nc2ccc3c(c2)CN(C2CC2)C(=O)C(C)O3)c1 (stereo not drawn) | 23 | -7
CC(C)CCN(Cc1ccco1)C(=O)c1noc2c1CCCC2 | -10 | -5
O=C(CS(=O)(=O)c1ccc(F)cc1)Nc1nccs1 | -18 | -5
Cc1ccc2c(c1)C(c1ccccc1)CC(C)N2C(=O)c1ccco1 (stereo not drawn) | 1 | -2
Cc1cc(C)nc(NS(=O)(=O)c2ccc(NC(=O)CSc3nc4ccccc4[nH]3)cc2)n1 | 1 | -1
Cc1ccc(-n2ncc3c(NCCc4c[nH]c5ccccc45)ncnc32)c(C)c1 | 48 | -6
CCCn1c(=N)c(S(=O)(=O)c2ccc(C)cc2)cc2c(=O)n3cccc(C)c3nc21 | -3 | -11
Cc1ccsc1C=C1Oc2cc(O)ccc2C1=O | 4 | -15
Cc1c(N=Cc2cc([N+](=O)[O-])cc(Br)c2O)c(=O)n(-c2ccccc2)n1C | 1 | -6
Cc1nn(CCCC(=O)Nc2ccc(Br)cc2)c(C)c1[N+](=O)[O-] | 5 | 0
O=C(O)C1CCCCC1C(=O)Nc1ccc(Cl)cc1 (stereo not drawn) | -4&-4 | 2&-1
O=C(c1cccc(C(=O)N2CCc3ccccc32)n1)N1CCc2ccccc21 | 1 | 0
O=C(O)CCCNC(=O)c1cncc(Br)c1 | -3 | 0
CCOc1ccccc1CNC(=O)C12CC3CC(C1)CC(n1cnc(Br)n1)(C3)C2 | 2 | 14
Cc1noc(NS(=O)(=O)c2ccc(NC(=O)CCN3C(=O)c4ccccc4C3=O)cc2)c1C | 2 | -5
O=C(c1cccs1)N1CCCC(Nc2ncnc3c2CCC3)C1 (stereo not drawn) | 3 | 0
CC(C)N1CCN(C(=O)c2nc3ccccn3c2-c2ccc(F)cc2)CC1 | 5 | -3
CCOc1ccc(S(=O)(=O)NC(=O)c2ccccc2)cc1 | -14 | 0
C/C(=C\c1ccccc1)CN1CCC(C(=O)N2CCc3ccccc3C2)CC1 | 12 | -5
COc1ccc(Oc2ccc(C(F)(F)F)cc2NC(=O)Nc2csc3ccccc23)cc1 | . | 2
COc1ccc(SCCC(=O)Nc2nnc(-c3cccs3)o2)cc1 | -11 | -10
COc1ccc(Cc2nc3c4c5c(sc4ncn3n2)CCCC5)cc1 | -8 | -3
COC(=O)C1CN(Cc2ccccc2)CCS(=O)(=O)N1Cc1ccc(Cl)cc1 (stereo not drawn) | -14 | -3
COc1ccc(C2=N/C(=C\c3ccccc3F)C(=O)O2)cc1[N+](=O)[O-] | -3 | 2
CC12c3ccccc3C(C)(c3ccccc31)C1C(=O)N(c3cccc([N+](=O)[O-])c3)C(=O)C12 (stereo not drawn) | 19 | 8
Cc1ccc(N=C(NOCc2ccccc2)c2nonc2N)cc1 | -19 | -2
N#Cc1c(NC(=O)CSc2nc3ccc([N+](=O)[O-])cc3[nH]2)sc2c1CCCC2 | 7 | 1
O=C(Nc1nnc(CSc2ccc(Cl)cc2)s1)Nc1ccccc1F | 8 | -3

(more compounds)
molecule | mHTT-CaM PPI inh | Pf apPOL inh
CCC(CC)C(=O)N1CCN(c2ccc(F)cc2)CC1 | 0 | -2
CCNc1cc(N2CCC(CCC(=O)Nc3ccc(OC)c(OC)c3)CC2)ncn1 | 8 | -1
CCCc1[nH]n(-c2ccc([N+](=O)[O-])cc2)c(=O)c1C=NCCc1ccccc1 | 7 | -7
O=C1c2ccccc2NC2(C(=O)Nc3ccccc32)N1C1CCCCC1 (stereo not drawn) | 15 | -27
O=C(NC1CCN(C(=O)C2CCC2)C1)C1CC1 (stereo not drawn) | -2 | 2
N#CC1=C(N)Oc2c(sc3ccccc23)C1c1ccco1 (stereo not drawn) | 53* | -12
Cc1nnsc1C(=O)NNc1ccc(Cl)cc1 | . | 9
CN(C)C(=O)c1ccc2c(c1)n(Cc1ccccc1)c(=O)c1ccnn12 | -2 | -2
CC(=NNc1c(C)cccc1Cl)c1csc(-c2ccccc2)n1 | . | 2
CC(C)CCNC(=O)c1cnn2c3c(cnc12)CCCCCC3 | -7 | -4

Arranged by SMILES length (lowest first): some entries from above
molecule | mHTT-CaM PPI inh | Pf apPOL inh
O=C(NC1CCN(C(=O)C2CCC2)C1)C1CC1 (stereo not drawn) | -2 | 2
N#CC1=C(N)Oc2c(sc3ccccc23)C1c1ccco1 (stereo not drawn) | 53* | -12
CC(C)CCNC(=O)c1cnn2c3c(cnc12)CCCCCC3 | -7 | -4
CCCc1[nH]n(-c2ccc([N+](=O)[O-])cc2)c(=O)c1C=NCCc1ccccc1 | 7 | -7

(continued)
molecule | mHTT-CaM PPI inh | Pf apPOL inh
CCC(C#N)(c1ccccc1)c1ccc([N+](=O)[O-])cc1 (stereo not drawn) | . | -17
Cn1c(N2CCCC(C(=O)Nc3nccs3)C2)cc(=O)n(C)c1=O (stereo not drawn) | -3 | -3
c1ccc(-n2nnnc2SC2CCC3SC2CCC3Sc2nnnn2-c2ccccc2)cc1 (stereo not drawn) | -3 | .
CNC(=S)NNC(=O)c1ccsc1 | . | 7
Cc1cc(C)c(C)c(S(=O)(=O)NCC(=O)NCc2ccco2)c1C | -6 | 1
Cc1cccc(N2C(=O)CSC23CCN(C(=O)C(C)Cl)CC3)c1 (stereo not drawn) | -5 | 1
O=C(Nc1ccc(F)cc1F)N1CCc2nc(-c3ccc(F)cc3)ncc2C1 | -8 | -4
COc1ccc(Cl)cc1NC(=O)N1CCc2c(nc3cc[nH]n3c2=O)C1 | -4 | 0
CC(=O)c1cccc(NC(=O)N2CCC(c3nc(C(=O)N4CCCCC4)c(C)o3)CC2)c1 | -4 | -9
O=C(Nc1cnc(N2CCOCC2)nc1)c1ccc(Br)cc1 | -3 | -8
CC(=O)N1N=C(c2ccc(C(C)(C)C)cc2)OC12CCCC2 | -25 | -4
COC(=O)c1cnc(N2CCOCC2)nc1C(F)(F)F | . | -2&-9
